# TIM10 inh = growth inhibitors of isogenic TIM10 control yeast, primary screen, counter-screen for tim10-1 yeast inhibitor project, luminescence, uHTS. actives 1.4% (n = 330,000). AID 463195, 2010. inhibition, % at 10 µM. S. cerevisiae TIM10 strain growth, BacTiter-Glo luminescence, 24 h;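 active means inhibition of 40% or more at the single tested concentration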;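 further: wild-type TIM10 isogenic control strain grown at permissive 25 °C; 0% = DMSO yeast wells and 100% = minimal medium wells without yeast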
# hIAP inh = human IAP inhibitors, primary screen, biochemical, luminescence, uHTS. Intestinal-type alkaline phosphatase (Homo sapiens), P09923. purified IAP, CDP-Star luminescence, 30 min. inhibition, % at 10 µM. actives 0.12% (n = 330,000). AID 2544, 2010;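 active means inhibition reaching a set limit with compound at 10 µM in the primary screen, cut at about 35% in these data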;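 further: plate controls were DMSO wells with enzyme for no effect and no-enzyme buffer wells for full effect; values of inactives mirror those of a sister screen read the other way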
# Target sequence (P09923 whole entry, looked up): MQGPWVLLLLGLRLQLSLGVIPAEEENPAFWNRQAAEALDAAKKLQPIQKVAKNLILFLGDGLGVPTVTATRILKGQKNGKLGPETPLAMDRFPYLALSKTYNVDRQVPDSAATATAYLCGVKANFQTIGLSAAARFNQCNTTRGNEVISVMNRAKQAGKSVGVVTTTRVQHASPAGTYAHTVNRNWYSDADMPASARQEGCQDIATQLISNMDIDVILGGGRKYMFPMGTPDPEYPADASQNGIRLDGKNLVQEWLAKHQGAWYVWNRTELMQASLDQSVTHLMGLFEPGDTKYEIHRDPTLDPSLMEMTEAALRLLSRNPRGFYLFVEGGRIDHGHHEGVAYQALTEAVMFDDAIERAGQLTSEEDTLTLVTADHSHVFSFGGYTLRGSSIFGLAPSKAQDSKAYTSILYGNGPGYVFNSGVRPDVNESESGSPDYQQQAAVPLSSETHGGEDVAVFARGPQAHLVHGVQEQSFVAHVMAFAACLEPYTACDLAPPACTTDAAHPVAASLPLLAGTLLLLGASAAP
# A3A deaminase = APOBEC3A ssDNA deaminase inhibitors, primary screen, selectivity assay for APOBEC3G inhibitor project, biochemical, FAM/TAMRA oligo cleavage fluorescence; DNA dC->dU-editing enzyme APOBEC-3A (Homo sapiens), P31941; recombinant A3A, FAM/TAMRA ssDNA deamination fluorescence; inhibition, % at 20 µM; actives 0.41% (n = 330,000); AID 493011, 2011;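 active means at least 40% inhibition at 20 µM here, with at most 30% in a related deaminase screen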;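 further: plate controls were A3A with DMSO for no effect and wells lacking A3A enzyme for full effect; some results filed as inactive read as strong as hits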
# Target sequence (P31941 whole entry, looked up): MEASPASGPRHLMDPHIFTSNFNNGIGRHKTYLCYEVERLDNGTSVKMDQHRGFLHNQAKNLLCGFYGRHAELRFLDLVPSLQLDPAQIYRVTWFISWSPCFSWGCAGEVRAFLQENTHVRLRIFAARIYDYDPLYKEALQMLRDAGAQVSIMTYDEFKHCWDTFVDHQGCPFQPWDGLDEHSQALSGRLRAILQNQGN
# tim10-1 inh = growth inhibitors of tim10-1 mutant yeast, primary screen, luminescence, uHTS. inhibition, % at 20 µM. S. cerevisiae tim10-1 ts strain growth, BacTiter-Glo, 24 h. AID 463190, 2010. actives 2.2% (n = 330,000);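 active means inhibition of at least 40%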;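 further: mutant grown at 25 °C; 0% = DMSO wells with yeast and 100% = wells holding no yeast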
# APOBEC3G inh = APOBEC3G DNA deaminase inhibitors, primary screen, biochemical, fluorescence, single-stranded DNA substrate, uHTS; DNA dC->dU-editing enzyme APOBEC-3G (Homo sapiens), Q9HC16; AID 493012, 2011; recombinant A3G, ssDNA deamination FAM/TAMRA fluorescence; actives 0.28% (n = 330,000); inhibition, % at 20 µM;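 active means inhibition of at least 40% at 20 µM, with no more than 30% in the related APOBEC3A deaminase screen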;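 further: plate controls were DMSO wells with A3G for no effect and wells lacking A3G enzyme for full effect; some compounds called inactive have numbers as strong as hits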
# mIAP activ = activators of mouse IAP, primary screen, biochemical, luminescence, uHTS | actives 0.24% (n = 330,000) | activation factor at 10 µM | muIAP, CDP-Star luminescence, 30 min; stronger effect = higher value; 1 = vehicle-only enzyme signal, 0 = enzyme-free wells;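 active means activation factor of at least 2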; further: the source names both 10 and 20 µM as test concentration; values of inactives mirror those of a sister screen read the other way
#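 System: mouse IAP enzyme. Reagent: CDP-Star chemiluminescent phosphatase substrate. Benchmarks: DMSO wells, no-enzyme wells. Times: 30 min enzyme-substrate-compound incubation at room temperature. Detection: luminescence from enzymatic CDP-Star hydrolysis. Doses: test compounds delivered from DMSO solution.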
# NLRP3 yeast inh = NALP3 inflammasome inhibitors in reconstituted yeast, primary screen, luminescence, uHTS; actives 0.39% (n = 330,000); Yeast reconstituted NLRP3/ASC/caspase-1, beta-gal luminescence, 24 h; inhibition, % at 10 µM;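 active means inhibition of 50% or more; inactive means inhibition below 50%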;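 further: plate controls were induced DMSO wells for no effect and uninduced yeast grown without galactose for full effect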
# beta cell repl = inducers of MIN6 beta-cell proliferation, primary screen, ATP luminescence, uHTS; MIN6 cells proliferation, ATPlite luminescence, 48 h; cells starved in 0.2% serum; 100% = growth in 10% serum; actives 0.29% (n = 330,000); AID 2380, 2010; proliferation, % at 10 µM;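 active means compounds whose signal lies at least 3.5 SD above the mean of all wells on their plate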;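 further: 0% = DMSO-treated cells in low-serum medium and 100% = 10% serum control; some compounds called inactive have numbers as strong as hits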
# mIAP block = inhibitors of mouse IAP, primary screen, biochemical, luminescence, uHTS; intestinal alkaline phosphatase [Mus musculus]; purified mouse IAP, CDP-Star luminescence, 30 min; inhibition, % at 10 µM; actives 0.2% (n = 330,000); AID 2806, 2010;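 active means inhibition of at least 40% at 10 µM in the primary screen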;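 further: plate controls were DMSO with enzyme for no effect and no enzyme wells for full effect; values of inactives mirror those of a sister screen read the other way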
# Active calls of the source: *; / = no result given.
SMILES	TIM10 inh	hIAP inh	A3A deaminase	tim10-1 inh	APOBEC3G inh	mIAP activ	NLRP3 yeast inh	beta cell repl	mIAP block
Cc1cccc2c(=O)c(C(=O)NCCc3ccccc3)c[nH]c12	14	-22	-2	10	1	1	10	0	0
CCOC(=O)N1CCN(C(=O)c2cccn3c(=O)c4cc(Cl)ccc4nc23)CC1	10	-2	0	18	-5	1	1	0	-4
COc1ccc(C(=O)OCC(=O)Nc2ccc(N3CCOCC3)cc2)cc1OC	-8	-8	-4	-22	-9	1.1	-1	5	-11
CCc1cc2cc3c(cc2nc1SCC(=O)Nc1cc(OC)c(OC)cc1C(=O)O)OCO3	14	11	3	9	7	0.95	13	-3	5
O=C(Nc1cccc(Cl)c1)c1ccc(NCC2CCCO2)c([N+](=O)[O-])c1 (stereo not given)	9	16	-1	0	-2	0.83	19	-1	17
COc1cccc(/C=N/NC(=O)c2ccc3nc[nH]c3c2)c1O	0	-71	-1	4	-4	0.91	10	0	9
C[C@H]1[C@H](C)CC[C@]2(C(=O)O)CC[C@]3(C)C(=CC[C@@H]4[C@@]5(C)C[C@@H](O)[C@H](O)C(C)(C)[C@@H]5CC[C@]43C)[C@H]12	6	-18	0	-1	-9	0.98	-1	-7	2
COc1ccc(CCNC(=S)N(C)C)cc1OC	-12	-10	-5	-18	-4	1.1	3	1	-5
O=C(CCCCCCC(=O)NCc1ccccc1)NCc1ccccc1	-2	0	0	7	-2	0.99	1	-2	1
O=C(NC1CCCCC1)N1CCC(n2c(=O)[nH]c3ccccc32)CC1	3	-3	-3	8	-1	0.93	2	0	7
CCOc1ccc(-c2nnc3ccc(SCc4ccc(C(=O)OC)o4)nn23)cc1	31	2	3	23	3	0.92	7	-5	8
Cc1ccoc1C(=O)NCCNc1ccc(Cl)cc1[N+](=O)[O-]	19	19	-1	29	-5	0.69	22	0	31
O=C(O)C1CCCCC1C(=O)Nc1ccc(F)c(F)c1 (stereo not given)	-4	-1	2	-1	-1	1	4	0	-4
CCOC(=O)CCCCC(=O)c1[nH]c(=O)[nH]c1CN1CCOCC1	4	12	-1	-11	-2	1.1	17	-3	-11
CC(C)(C)c1ccc(C(=O)NCC(=O)OCC(=O)Nc2ccc3c(c2)OCCO3)cc1	8	8	-8	31	-9	0.99	7	2	1
O=C(CSc1nnc(-c2ccncc2)n1CCc1ccccc1)N1CCCC1	-24	2	4	-3	2	0.94	0	-2	6
O=C(C1=C(O)C(=O)N(CCN2CCOCC2)C1c1ccc([N+](=O)[O-])cc1)c1cccs1 (stereo not given)	4	-6	2	5	0	0.98	8	-2	2
Cc1cc(NC(=O)CSc2nnc(Cn3c(=O)sc4ccccc43)n2-c2ccccc2C)no1	4	8	-2	2	-7	0.99	-1	1	1
Cc1ccc(C)n1-c1cc([N+](=O)[O-])ccc1-n1ccnc1	-6	-18	-3	20	4	1	13	-3	-3
CC(/C=N/NC(=O)c1ccco1)=C\c1ccccc1	-13	-31	-2	-11	-6	0.98	47	-5	2
CCc1ccc(C(=O)OCC(=O)NCCNC(=O)COC(=O)c2ccc(CC)cc2)cc1	-8	-4	-6	2	-5	0.96	17	0	4
CCOCc1nnc(NC(C)=O)s1	-15	0	-1	23	-2	1.1	4	0	-7
COc1cccc(OC)c1OC(=O)c1cnccn1	0	3	0	5	-6	1.1	12	-2	-7
Cc1cccn2c(=O)nc(SCC(=O)NCc3ccc4c(c3)OCO4)nc12	-2	-10	-1	3	-6	1.1	8	1	-7
COCC(C)NS(=O)(=O)c1ccc(NC(=O)C(Cc2ccccc2)NC(N)=O)cc1 (stereo not given)	6	6	-1	8	-6	0.92	6	0	8
CC1(O)C(=O)C=C2C=C(c3ccc(C#N)cc3)OC=C2C1=O (stereo not given)	-7	-1	8	-13	3	0.88	12	2	12
CN(C)c1ccc2c(=O)[nH][nH]c(=O)c2c1	6	10	-3	12	-3	0.9	-2	1	10
COC(CNC(=O)c1ccc2nc3ccccc3c(=O)n2c1)OC	-18	11	0	15	-4	1	21	-6	-3
O=C(NNC(=O)c1cccnc1SCc1cccc([N+](=O)[O-])c1)c1cccnc1	-9	-40	-1	4	-5	1	8	-3	-4
COc1ccc(OC)c(NC(=O)c2cccc(Cn3cc(Br)c([N+](=O)[O-])n3)c2)c1	-16	1	-4	-17	-6	1	13	-3	-1
Cc1ccc(-n2[nH]c(C)c(CCC#N)c2=O)cc1	-8	-1	2	-4	-2	1	11	0	0
Nc1c(Cl)cc(C2=NCCn3c2c2ccc([N+](=O)[O-])cc2[n+]3[O-])cc1Cl	1	-17	-3	24	-15	1	7	-8	-4
C#CCOCCOCCOCCNc1nc(N2CCN(C(=O)[C@H](Cc3ccc(O)cc3)n3cc(C(N)CC(C)C)nn3)CC2)nc(N2CCN(C(=O)[C@H](CCC(=O)O)n3cc(C(N)[C@H](C)CC)nn3)CC2)n1 (stereo not given in full)	11	10	-2	14	-7	0.93	-6	-8	7
Cc1cccc(C(=O)Nc2oc(-c3ccccc3)cc2C#N)c1	0	10	-5	7	-8	0.94	5	-4	6
O=C(Cc1ccc(-n2cccc2)cc1)NCc1ccccc1Cl	10	4	1	2	-5	0.98	7	-2	2
S=c1[nH]nc(CNc2ccc(Cl)cc2)n1Cc1ccccc1	27	-32	-6	15	-10	1.2	20	0	-16
Cn1c(=O)n(C)c2cc(NS(=O)(=O)c3ccc4c(c3)CCCC4)ccc21	0	3	-2	3	-4	1	2	-5	-5
CCOC(=O)c1c(NC(=O)CSc2nnc(Cc3ccccc3)o2)sc(C)c1C	-9	6	7	23	0	1	13	-4	-3
Cc1cccc(C(=O)NNC(=O)c2ccccc2O)c1	-1	19	-1	12	-9	0.69	25	-1	31
COc1cc(CCCN2CCNC[C@H]2Cc2ccc(O)cc2)cc(OC)c1OC	14	8	3	-8	-2	1	2	-3	-3
Cc1nn(CC(=O)NCCCc2ccccc2)c(=O)c2cccn12	-1	2	1	1	10	1.1	15	-1	-6
Cc1nc(SCC2(C)CC2(Cl)Cl)n[nH]1 (stereo not given)	-3	-2	10	2	-2	0.95	13	0	5
CC(C)(C)Nc1nc(OCC(F)(F)F)nc(OCC(F)(F)F)n1	-20	-18	1	13	2	0.99	-6	1	1
CCc1noc(C)c1C(=O)N(CC)CC(=O)Nc1cc(Cl)ccc1C	-2	2	-7	2	-10	1	6	-1	-1
COC(=O)C(C)Sc1nnc(-c2ccncc2)o1 (stereo not given)	14	0	-1	14	0	1	-1	-2	0
O=C1NC(=Nc2ccccc2)SC1Cc1ccccc1 (stereo not given)	9	-12	-1	18	-1	0.88	5	0	12
CN(CC(=O)Nc1ccccc1C(F)(F)F)C(=O)c1ccccc1Sc1ccccc1C#N	4	-8	3	9	-5	1	7	0	-4
Cc1ccc(-n2c(SCC(=O)NCc3ccc4c(c3)OCO4)nnc2-c2cccnc2)c(C)c1	7	-1	-6	8	-7	1	-1	1	-4
CCn1c(=O)c([N+](=O)[O-])c(NCC2CCCO2)c2ccccc21 (stereo not given)	21	-14	-4	14	-7	0.93	12	-2	7
Cc1cccc(Cn2nc(C(C)(C)C)cc2C(=O)Nc2ccc(F)cc2)c1	21	-13	1	11	-6	1.3	12	-4	-29
O=C(NCC1CCCO1)c1cc2nc(-c3ccco3)cc(C(F)(F)Cl)n2n1 (stereo not given)	5	11	5	22	-1	0.87	-4	-1	13
Cc1cc(C)nc(SCc2cn3c(C)cccc3n2)n1	15	0	1	6	-8	1	9	2	-4
CSCCC(NC(=O)c1ccco1)C(=O)Nc1ccc(C)cn1 (stereo not given)	-1	-19	-2	1	-5	0.98	21	2	2
CCOc1cc(S(=O)(=O)n2ccc(C)n2)ccc1Br	20	7	-1	26	1	1.1	37	-4	-8
O=S(=O)(c1ccc(S(=O)(=O)N2CCN3CCCC3C2)cc1)N1CCCC1 (stereo not given)	3	16	-1	8	-9	0.95	29	-3	5
C=CCNC(=S)/C(=C(/[O-])c1ccccc1Br)[n+]1ccccc1	14	-1	-7	21	-12	0.89	4	0	12
COc1ccc(S(=O)(=O)Nc2cccc3c2O[C@H](CN(C)Cc2ccc(Cl)c(Cl)c2)[C@@H](C)CN([C@H](C)CO)C3=O)cc1	1	0	-4	3	-4	1	12	-6	-3
Cc1ccc(-c2nnc(CSc3nc4cc5c(cc4cc3C)OCO5)o2)cc1	11	6	1	9	-2	0.95	15	1	5
COc1ccc(-n2c(CN3CCOCC3)nc3ccc([N+](=O)[O-])cc3c2=O)c(OC)c1	21	1	-2	8	6	0.81	12	-2	18
O=C1N2CCSC2=NC1(Nc1nccs1)C(F)(F)F (stereo not given)	-1	7	-4	1	-7	0.89	16	-2	11

# Following part:
SMILES	TIM10 inh	hIAP inh	A3A deaminase	tim10-1 inh	APOBEC3G inh	mIAP activ	NLRP3 yeast inh	beta cell repl	mIAP block
COc1ccc(OC)c(C(=O)N(C[C@H]2CC[C@@H]([C@@H]3CC[C@H](CO)O3)O2)C(C(=O)NC(C)(C)C)c2ccc(-c3ccccc3)cc2)c1 (stereo not given in full)	5	/	0	28	2	1.1	/	/	-17
COc1cc(NC(=O)c2ccco2)c(OC)cc1NC(=O)Nc1ccccc1Cl	9	14	-1	7	-2	1	24	-3	-3
Cc1cc(C)nc(SCc2ccc([N+](=O)[O-])cc2)n1	7	14	1	3	-3	0.92	22	1	8
CC(=O)NCCC1CCCCN1Cc1nc(Cc2cccc(C(F)(F)F)c2)no1 (stereo not given)	-3	2	1	9	6	1	10	1	-1
CC#C[C@@H](CC)c1ccc2ccn(C)c2c1	-2	9	1	-8	0	0.89	15	-2	11
Cc1ccc(C(C(=O)NC(C)(C)C)N(C(=O)c2csnn2)c2ccccc2F)o1 (stereo not given)	2	0	-1	19	-11	1	14	-1	0
COCC1=C(C(=O)OC)C(c2cccs2)n2ncnc2N1 (stereo not given)	-5	10	-1	-3	-4	1	12	-2	0
O=C1C2C3C=CC(C3)C2C(=O)N1c1cccc(N2C(=O)C3C4C=CC(C4)C3C2=O)n1 (stereo not given)	-4	15	3	-3	-10	0.93	-12	-5	7
O=C(NCc1ccco1)c1cccc(Nc2nc3ccc(Br)cc3[nH]2)c1	20	2	-1	11	-3	1	3	-7	-4
O=C(COc1ccccc1O)N1CCN(C(=O)c2ccco2)CC1	7	-1	-18	-4	-7	0.98	9	-2	2
